uPA surface inh – blocks generation of uPA at the cell surface; cell surface uPA generation assay, qHTS; AID 540303; Potency, µM (titrated, usually from 38.3 µM), inactives show top-dose activity change, negative = inhibition, actives largely listed as inhibitors; 330,000 compounds, 0.31% hits; active = well fitted inhibition curve with a large enough effect; inconclusive = small, poorly fitted or top-dose-only effect; inactive = no such curve, though single readings can be large or run the other way; tested in mouse RAW 264.7 cells; note: % is set by controls: 0 for no effect and ±100 for the full control effect; nearly all actives have a fitted effect of over 55% in size
ELG1 genotox – genotoxicity induction in ELG1-luciferase HEK293T cells. HEK293T ELG1-luciferase reporter, luminescence, 16 h. Potency, µM (highest dose often 46 µM), for the others: top-dose activity change, positive = activation, most hits filed as activators. 330,000 compounds, 1.3% hits. AID 504466; note: % of control where 0% means no effect; nearly all actives have a fitted effect of over 60% in size
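Luminescence read-out: rising ELG1-luciferase signal, reflecting elevated ELG1 protein under genetic stress, flags genotoxic compounds. Cells were treated for 16 hr at 37 °C before ONE-Glo detection.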
NPC1 promoter act – activates the NPC1 promoter. Huh7 NPC1 promoter luciferase reporter, 24 h. 320,000 compounds, 2.4% hits. Potency, µM (titrated, usually from 9.22 µM), without a hit: at the highest dose activation, most hits filed as activators;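 note: % of control where 0% means no effect; nearly all actives have a fitted effect of over 60% in size; reporter is driven by a mutant NPC1 promoter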
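Luminescence from an NPC1 promoter-driven luciferase reporter in stably transfected Huh7 cells was measured after 24 h compound treatment at 37 °C, followed by 10 min ambient incubation with luciferase detection reagent.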
p53 reactivator – restores transcriptional activity of mutant p53. 320,000 compounds, 0.063% hits. Potency, µM (doses to about 92.2 µM), inactives show at the top dose activity change, positive = activation, most hits filed as activators. H1299 p53-A138V BP100-luciferase reporter, luminescence, 24 h; note: % of control where 0% means no effect; nearly all actives have a fitted effect of over 45% in size
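p53-null H1299 cells stably carrying temperature-sensitive p53-A138V and a BP100-luciferase reporter were pinned with compounds (4-point, 1:5 series) and held 24 hrs at 37 deg C. Luminescence was read 10 min after detection reagent.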
MBNL1-CUG inh – blocks human MBNL1 binding to CUG repeat RNA | Potency, µM (highest dose often 57.5 µM), for the others: at the highest dose activity change, negative = inhibition, usual class: inhibitors | TR-FRET MBNL1-His/biotin-(CUG)12 binding, 665/545 ratio | AID 2675 | 280,000 compounds, 0.036% hits; active = well fitted inhibition curve with a large enough effect in the signal ratio, with a control signal flat, not every such curve was filed as active; inconclusive = small, poorly fitted or top-dose-only effect, or effect the other way, or a change in a side signal; inactive = no such curve, though single readings can be large or run the other way; the % refers to the signal ratio; note: % is set by controls: 0 for no effect and ±100 for the full control effect
Target sequence (Q9NR56 whole entry, looked up): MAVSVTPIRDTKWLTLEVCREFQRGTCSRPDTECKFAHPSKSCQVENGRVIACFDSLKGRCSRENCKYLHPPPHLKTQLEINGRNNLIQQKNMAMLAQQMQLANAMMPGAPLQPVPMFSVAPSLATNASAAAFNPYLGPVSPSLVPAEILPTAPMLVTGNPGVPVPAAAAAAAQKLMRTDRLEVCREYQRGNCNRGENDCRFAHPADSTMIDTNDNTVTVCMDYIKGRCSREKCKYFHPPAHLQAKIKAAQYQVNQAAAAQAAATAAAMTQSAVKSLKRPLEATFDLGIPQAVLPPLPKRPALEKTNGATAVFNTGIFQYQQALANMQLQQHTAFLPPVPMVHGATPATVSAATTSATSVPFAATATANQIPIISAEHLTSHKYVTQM
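TR-FRET between His-tagged MBNL1 and biotin-(CUG)12 RNA, detected with Tb anti-His antibody (0.055 ng/ul) and streptavidin-XL665 (5 nM), 60 min at room temperature. Compounds titrated 92 nM to 58 uM; 665/545 nm ratio normalized to buffer and complex controls.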
FLuc modulator – firefly luciferase modulation, counter-screen for miR-21 project; P08659; purified FLuc, Km substrates, luminescence inhibition; Potency, µM (titrated, usually from 57.5 µM), for the others: at the highest dose activity change, negative = inhibition, most hits filed as inhibitors; 360,000 compounds, 6.9% hits;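 note: plate controls were vehicle for no effect and reference inhibitor for full effect; nearly all actives have a fitted effect of over 55% in size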
Target sequence (P08659 whole entry, looked up): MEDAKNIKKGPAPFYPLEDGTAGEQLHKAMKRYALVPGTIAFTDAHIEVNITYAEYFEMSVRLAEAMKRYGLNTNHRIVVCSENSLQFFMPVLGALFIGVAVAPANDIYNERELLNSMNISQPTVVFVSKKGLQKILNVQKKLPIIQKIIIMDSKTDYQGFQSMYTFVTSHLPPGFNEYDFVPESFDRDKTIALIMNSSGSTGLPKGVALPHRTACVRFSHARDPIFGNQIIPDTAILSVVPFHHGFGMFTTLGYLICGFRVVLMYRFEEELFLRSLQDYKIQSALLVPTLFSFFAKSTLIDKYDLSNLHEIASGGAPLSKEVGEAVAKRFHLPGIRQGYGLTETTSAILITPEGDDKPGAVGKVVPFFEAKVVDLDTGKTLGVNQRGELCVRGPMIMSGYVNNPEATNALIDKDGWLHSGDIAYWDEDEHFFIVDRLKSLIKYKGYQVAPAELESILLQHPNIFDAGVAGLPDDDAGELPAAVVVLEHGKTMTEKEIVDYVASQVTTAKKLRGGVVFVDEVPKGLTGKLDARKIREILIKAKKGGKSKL
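Purified P. pyralis luciferase (10nM final) with 10uM D-luciferin and 10uM ATP (Km levels) in 50mM Tris acetate pH 7.5, 10mM Mg acetate, 0.01% Tween-20, 0.05% BSA; qHTS 6-point titration, ~60 µM downward; luminescence read.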
RORg inh – blocks mouse ROR gamma transcriptional activity | P51450 | Drosophila S2 Gal4-RORgamma UAS-luciferase reporter, 20 h | Potency, µM (series often up to 53.6 µM), for inactives: at the highest dose activity change, negative = inhibition, usual class: inhibitors | 310,000 compounds, 5.4% hits | AID 2551; note: % is set by controls: 0 for no effect and ±100 for the full control effect; nearly all actives have a fitted effect of over 60% in size
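Luminescence from a UAS-regulated Photinus luciferase reporter in stably transfected Drosophila Schneider cells is measured; decreased signal marks ROR gamma inhibition. Fusion expression is induced by 700 uM copper sulfate for 20 hr.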
Gal4-VP16 FLuc – counter-screen for ROR gamma inhibitors: Gal4-VP16 reporter; Drosophila S2 Gal4-VP16 UAS-luciferase, luminescence, 20 h; Potency, µM (doses to about 53.6 µM), for inactives: top-dose activity, negative = inhibition, hits mostly inhibitors; 310,000 compounds, 3.5% hits;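 note: Gal4-VP16 expression switched on by copper sulfate through the metallothionein promoter; % is set by controls: 0 for no effect and ±100 for the full control effect; nearly all actives have a fitted effect of over 50% in size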
Rab9 prom act – activates the Rab9 promoter; 320,000 compounds, 2.8% hits; Potency, µM (highest dose often 9.22 µM), without a hit: at the top dose activation, negative = inhibition, usual class: activators; Huh7 Rab9 promoter-luciferase reporter, luminescence, 24 h; AID 485297; note: % of control where 0% means no effect; nearly all actives have a fitted effect of over 60% in size
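Huh7 cells stably carrying Rab9 promoter–luciferase reporter, plated 1500 cells/well, compound added after 2 h and incubated 24 h at 37 °C; luciferase luminescence then read after 10 min with detection reagent.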
BRCA1 expr up – activators of BRCA1 expression. MCF7-BRCA1-FFLuc reporter, luminescence, 48 h; response scale: scaled: vehicle 0%, 10 µM genistein 100%. Potency, µM (titrated, usually from 46.1 µM), without a hit: at the top dose activation, actives largely listed as activators. 380,000 compounds, 1.1% hits; note: nearly all actives have a fitted effect of over 80% in size; some results filed as inactive show a strong effect at the top dose
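Reporter cells (MCF7, BRCA1 promoter-firefly luciferase) received library compounds across a concentration series for 48 h. End-point luminescence was measured and concentration-effect curves derived after normalization.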
Starred values were filed as active, the others as inactive; ? = inconclusive; . = no result given; [ ] = another dose, or the depositor's remark. Unless noted, calls come from the whole dose curve; as a rule, active = well fitted curve in the direction sought with a large enough effect; inconclusive = small, poorly fitted or top-dose-only effect, or another doubt; inactive = no such curve, though single readings can be large; an effect the other way counts as inactive or inconclusive. Potency is the fitted concentration of half-maximal effect. Hits appear at their usual frequency, and some 13% of all compounds hit somewhere here.

Compound	BRCA1 expr up	p53 reactivator	ELG1 genotox	Gal4-VP16 FLuc	NPC1 promoter act	RORg inh	MBNL1-CUG inh	FLuc modulator	uPA surface inh	Rab9 prom act
CCOC(=O)N1CCN(C(=O)c2ccc3nc(N4CCC(C)CC4)sc3c2)CC1	87%	0%	1%	?	19%	3%	8%	?	-4%	23%
CCCCn1c(=O)c(-[n+]2ccccc2)c([O-])c2ccccc21	-4%	-2%	-1%	-22%	0%	11µM*	-2%	0%	6%	-6%
COc1cc(S(=O)(=O)NC(Cc2c[nH]c3ccccc23)C(=O)O)ccc1NC(C)=O (stereo not drawn)	32%	4%	1%	6%	-1%	-6%	-2%	2%	-3%	-2%
CCc1c(-c2ccccc2)nc(N)c(C#N)c1-c1cccs1	-45%	-8%	-5%	-8%	-6%	?	149%[activator]	-1%	-2%	2%
COc1ccc(-c2nnn(CC(=O)N(CCCN3CCOCC3)C(C(=O)NC3CCCC3)c3ccc(C)o3)n2)cc1 (stereo not drawn)	-5%	8%	-1%	2%	-4%	31%	-8%	1%	0%	-10%
CN(Cc1nc(-c2ccncc2)no1)S(=O)(=O)c1ccc(Cl)cc1	-53%	26%	-13%	-19%	0%	1%	8%	-1%	-1%	-3%
O=C1CN(C(=O)c2ccc(Br)o2)C(c2ccccc2)c2cc(Cl)ccc2N1 (stereo not drawn)	-61%	-16%	-9%	4%	6%	29%	9%	0%	-15%	-13%
CCCc1c(C(=O)NNc2cccc(Cl)c2)cnn1-c1ccccc1	0%	-3%	-2%	5%	4%	26%	.	1%	5%	10%
C=CCNC(=O)c1c(Cl)nc(C)c([N+](=O)[O-])c1C	-10%	-2%	3%	-6%	-3%	0%	0%	-1%	3%	-4%
Cc1cc(C)c2c(N)c(-c3nc4ccccc4[nH]3)sc2n1	72%	?	?	6%	?	21%	2%	?	-3%	2.8µM*
CC(=O)OCCc1c(C)nc2nc[nH]n2c1=O	8%	-4%	2%	5%	-1%	-22%	-1%	8%	-1%	-10%
C=CCn1c(NCc2ccccc2O)nc2ccccc21	87%	30%	6%	3%	23%	3%[1.91 µM]	5%	?	2%	7%

As entered above.
Entry of CCOC(=O)N1CCN(C(=O)c2ccc3nc(N4CCC(C)CC4)sc3c2)CC1 under ELG1 genotox: 1%
Entry of CCCCn1c(=O)c(-[n+]2ccccc2)c([O-])c2ccccc21 under RORg inh: 11µM*
Entry of CCc1c(-c2ccccc2)nc(N)c(C#N)c1-c1cccs1 under FLuc modulator: -1%
Entry of COc1cc(S(=O)(=O)NC(Cc2c[nH]c3ccccc23)C(=O)O)ccc1NC(C)=O (stereo not drawn) under p53 reactivator: 4%
Entry of C=CCn1c(NCc2ccccc2O)nc2ccccc21 under NPC1 promoter act: 23%
Entry of CN(Cc1nc(-c2ccncc2)no1)S(=O)(=O)c1ccc(Cl)cc1 under p53 reactivator: 26%

Other results:
Compound	BRCA1 expr up	p53 reactivator	ELG1 genotox	Gal4-VP16 FLuc	NPC1 promoter act	RORg inh	MBNL1-CUG inh	FLuc modulator	uPA surface inh	Rab9 prom act
Cc1ccc2nc(N/N=C\c3ccc([N+](=O)[O-])o3)nc(-c3ccccc3)c2c1	-105%[inhibitor]	-2%	-19%	1%	0%	10µM*	28%	7.6µM*	-1%	3%
S=c1[nH]nc(-c2n[nH]c3c2CCC3)n1/N=C/C=C/c1ccccc1	-35%	1%	-2%	-5%	1%	-40%	9%	-9%	-66%	-6%
CC(C)(CSc1nncn1N)NS(=O)(=O)c1ccc(Cl)cc1	-2%	-3%	-1%	7%	-3%	-14%	1%	-1%	0%	3%
CCCCCc1cc(=O)oc2c(C(CCN3CCCC(C)C3)c3cc(OC)c(OC)c(OC)c3)c(OC)cc(OC)c12 (stereo not drawn)	-29%	6%	3%	-11%	-4%	-8%	6%	-3%	-9%	1%
CC(C)C(NC(=O)c1ccc([N+](=O)[O-])cc1Cl)C(=O)N1CCCC1 (stereo not drawn)	-16%	3%	0%	-4%	?	13%	?	0%	1%	-1%
NC(=O)C1(NC(=O)[C@@H]2CC3(CC(c4cccc(NC(=O)[C@@H]5CCC(=O)N5)c4)=NO3)CN2C(=O)Cc2ccc(C(F)(F)F)cc2)CC1 (stereo partly drawn)	0%	-4%	2%	4%	-1%	-13%	7%	0%	6%	-1%
CCOC(=O)C(=O)N(CC)C1CCS(=O)(=O)C1 (stereo not drawn)	-31%	6%	-1%	0%	1%	12%	.	-18%	3%	6%
CC(C)(C)N(Cc1ccccc1)C(=O)COC(=O)[C@@H]1CCCN1C(=O)c1cccs1	7%	1%	-3%	.	-2%	.	.	0%	-1%	-2%
CN1/C(=C\C=C2/SC(=S)N(CC(=O)O)C2=O)C(C)(C)c2ccccc21	-13%	18%	-5%	-10%[10 µM]	-6%	26%	?	17µM*	0%	1%
COc1ccc(C(=O)NC2CC2)cc1OC1CCN(Cc2cc(C)c(C)cc2C)CC1	-2%	13%	-9%	0%	8%	-30%	-2%	0%	-4%	3%
CCN(CC)C(=S)Nc1ccc(OC)cc1	10%	-5%	1%	3%	-2%	-34%	-6%	2%	0%	-3%
Cn1c(C2CCCCC2)nc2cc(N)ccc21	1%	3%	2%	-3%	0%	5%	-1%	-20%	1%	-1%

The list goes on; the last 2 above are carried over.
Compound	BRCA1 expr up	p53 reactivator	ELG1 genotox	Gal4-VP16 FLuc	NPC1 promoter act	RORg inh	MBNL1-CUG inh	FLuc modulator	uPA surface inh	Rab9 prom act
CCN(CC)C(=S)Nc1ccc(OC)cc1	10%	-5%	1%	3%	-2%	-34%	-6%	2%	0%	-3%
Cn1c(C2CCCCC2)nc2cc(N)ccc21	1%	3%	2%	-3%	0%	5%	-1%	-20%	1%	-1%
COc1cc(C2C(C(=O)c3ccco3)=C(O)C(=O)N2CC2CCCO2)ccc1O (stereo not drawn)	0%	3%	2%	2%	-4%	9%	11%	-2%	-3%	3%
O=S(=O)(c1ccccc1)N1CCN(S(=O)(=O)c2ccc(F)cc2)CC1	25%	.	1%	-7%	-3%	5%	-1%	-2%	11%	5%
Cc1cc(C(=O)CSC(C)c2nc3ccccc3c(=O)[nH]2)c(C)n1C (stereo not drawn)	7%	4%	-1%	3%	-15%	1%	-4%	-1%	-4%	-6%
OCCN1CCN(CC(O)COc2ccc(Cl)cc2)CC1 (stereo not drawn)	-5%	-6%	1%	-1%	-1%	-13%	-2%	0%	-1%	8%
CC(=O)c1c(C)oc2ccc(N(C(=O)c3ccncc3)S(=O)(=O)c3ccccc3)cc12	-28%	-3%	-10%	4%	-7%	?	-4%	-1%	-9%	-1%
Cc1nnc(-c2cnn(C)c2N)n1Cc1cccc(Cl)c1	0%	0%	4%	1%	-5%	0%	2%	3%	-6%	-3%
CC(C)CSc1oc(-c2ccco2)nc1S(=O)(=O)c1ccccc1	-9%	1%	0%	30%	-5%	4%	8%	3%	-7%	-7%
CCCn1c2ccccc2c2nnc(SCC(=O)Nc3ncccn3)nc21	-47%	-10%	8%	-11%	-6%	17%	?	7%	-6%	-2%
COc1cc(NC(=O)c2ccc(-c3cccc([N+](=O)[O-])c3)o2)ccc1NC(=O)C(C)C	-10%	-1%	-5%	-25%	0%	15%	8%	-2%	-13%	2%
COc1cc(C=O)ccc1OCCSc1ccc(C)cc1	95%	?	16µM*	?	12%	-17%	-2%	?	-1%	8%
CCn1c(SCC(=O)Nc2ccc(OC)c(OC)c2)nnc1-c1cnccn1	11%	3%	0%	-2%	-6%	-7%	2%	4%	-1%	-5%
COC(=O)CCCC1=CC2=CC(=O)C(C)(OC(=O)c3cccs3)C(=O)C2=CN1CCCOC(C)C (stereo not drawn)	13%	4%	2%	0%	-4%	11%	?	-2%	-4%	-3%
O=C(Cn1nnc2ccccc2c1=O)N[C@@H](Cc1ccccc1)C(=O)O	0%	3%	0%	5%	1%	9%	4%	-2%	4%	13%
O=C(NCCc1ccc(Cl)cc1)C1COc2ccccc2O1 (stereo not drawn)	6%	1%	2%	-1%	-4%	5%	3%	-2%	-2%	-1%
O=C(NCc1ccncc1)C1CCCCC1	24%	-8%	1%	10%	0%	-5%	6%	-2%[2.3 µM]	3%	1%
CCOC(=O)CC1CCCCN1C(=O)c1ccc2oc(CCc3ccccc3)nc2c1 (stereo not drawn)	27%	?	2%	1%	5%	?	0%	?	0%	17%
NS(=O)(=O)c1ccc(NC(=S)NC2CCCCC2)cc1	-10%	1%	1%	4%	1%	6%	-5%	?	-7%	18%
FC(F)(F)c1cnc2c(-c3ccccc3)n[nH]c2c1	12%	26%	?	15%	18%	?	7%	?	-7%	?

High-throughput results (PubChem BioAssay)
